Source: PubChem BioAssay (Sanford-Burnham Center for Chemical Genomics)
GRIN3A LBD mod: modulators (binders) of human NR3A ligand-binding domain | NR3A LBD differential scanning fluorimetry, Tm shift; 0% = protein alone, 100% = glycine-bound protein | Tm shift relative to glycine control, % at 25 µM | 340,000 compounds, 2.5% hits | AID 1259313;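 active = melting temperature shift of at least 10% of the positive control shift, at one fixed dose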
mIAP act: mouse IAP activation; muIAP, CDP-Star luminescence, 30 min; hits give high values; 1 = vehicle-only enzyme signal, 0 = enzyme-free wells; activation factor at 10 µM; 330,000 compounds, 0.24% hits;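 active = activation factor of at least 2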; note: the source names both 10 and 20 µM as test concentration; values of inactives mirror those of a sister screen read the other way
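Assay system: mouse IAP enzyme; Reagent: CDP-Star chemiluminescent phosphatase substrate; Compound: DMSO-dissolved test compounds; Incubation: 30 min, room temperature; Technique: luminescence from enzymatic CDP-Star hydrolysis; Controls: DMSO-only wells and no-enzyme negative control.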
MIN6 prolif: MIN6 beta-cell proliferation induction. MIN6 cells proliferation, ATPlite luminescence, 48 h; cells starved in 0.2% serum; 100% = growth in 10% serum. proliferation, % at 10 µM. 330,000 compounds, 0.29% hits;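 active = compounds whose signal lies at least 3.5 SD above the mean of all wells on their plate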;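 note: 0% = DMSO-treated cells in low-serum medium and 100% = 10% serum control; some compounds called inactive have numbers as strong as hits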
A3G deaminase: blocks human APOBEC3G single-stranded DNA deamination; 330,000 compounds, 0.28% hits; recombinant A3G, ssDNA deamination FAM/TAMRA fluorescence; Q9HC16; AID 493012; inhibition, % at 20 µM;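 active = inhibition of at least 40% at 20 µM, with no more than 30% in the related APOBEC3A deaminase screen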;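 note: plate controls were DMSO wells with A3G for no effect and wells lacking A3G enzyme for full effect; some compounds called inactive have numbers as strong as hits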
Target sequence (Q9HC16 whole entry, looked up): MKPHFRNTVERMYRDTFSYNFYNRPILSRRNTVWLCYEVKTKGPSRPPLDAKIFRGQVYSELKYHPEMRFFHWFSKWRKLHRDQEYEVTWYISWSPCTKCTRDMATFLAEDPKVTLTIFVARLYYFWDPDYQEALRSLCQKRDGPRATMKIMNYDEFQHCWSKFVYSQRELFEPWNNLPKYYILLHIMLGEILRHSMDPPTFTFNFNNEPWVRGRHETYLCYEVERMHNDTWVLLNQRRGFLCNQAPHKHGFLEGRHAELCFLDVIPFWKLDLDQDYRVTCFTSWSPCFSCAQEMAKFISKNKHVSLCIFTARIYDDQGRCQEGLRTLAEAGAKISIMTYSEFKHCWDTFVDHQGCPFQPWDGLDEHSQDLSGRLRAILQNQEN
A3A deaminase: inhibitors of human APOBEC3A DNA deaminase; 330,000 compounds, 0.41% hits; inhibition, % at 20 µM; AID 493011; recombinant A3A, FAM/TAMRA ssDNA deamination fluorescence;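 active = at least 40% inhibition at 20 µM here, with at most 30% in a related deaminase screen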;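 note: plate controls were A3A with DMSO for no effect and wells lacking A3A enzyme for full effect; some results filed as inactive read as strong as hits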
Target sequence (P31941 whole entry, looked up): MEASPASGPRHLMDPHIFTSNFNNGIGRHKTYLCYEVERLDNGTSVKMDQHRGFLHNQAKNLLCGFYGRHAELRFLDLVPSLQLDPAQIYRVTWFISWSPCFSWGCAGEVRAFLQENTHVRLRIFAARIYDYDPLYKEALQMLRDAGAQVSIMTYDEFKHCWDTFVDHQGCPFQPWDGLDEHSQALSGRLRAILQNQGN
mIAP block: mouse IAP inhibition. purified mouse IAP, CDP-Star luminescence, 30 min. AID 2806. inhibition, % at 10 µM. 330,000 compounds, 0.2% hits;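 active = inhibition of at least 40% at 10 µM in the primary screen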;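 note: plate controls were DMSO with enzyme for no effect and no enzyme wells for full effect; values of inactives mirror those of a sister screen read the other way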
hIAP activ: increases human intestinal alkaline phosphatase activity; P09923; purified human IAP, CDP-Star luminescence, 30 min; hits give high values; 1 = vehicle-only enzyme, 0 = enzyme-free background; activation factor at 10 µM; 330,000 compounds, 0.16% hits;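 active = activation factor of the enzyme at least 2-fold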; note: the source names both 10 and 20 µM as test concentration; values of inactives mirror those of a sister screen read the other way
hIAP block: blocks human intestinal alkaline phosphatase. purified IAP, CDP-Star luminescence, 30 min. inhibition, % at 10 µM. 330,000 compounds, 0.12% hits;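 active = inhibition reaching a set limit with compound at 10 µM in the primary screen, cut at about 35% in these data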;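 note: plate controls were DMSO wells with enzyme for no effect and no-enzyme buffer wells for full effect; values of inactives mirror those of a sister screen read the other way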
MPTP inh: inhibitors of mitochondrial permeability transition pore; isolated mouse mitochondria, Ca2+ swelling absorbance, 30 min; inhibition, % at 10 µM; 360,000 compounds, 1.4% hits; AID 602449;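 active = inhibition of 50% or more, scaled per plate between neutral and stimulator controls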;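 note: 0% = DMSO wells given calcium and 100% = 1 mM EGTA wells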
Starred values were filed as active, the others as inactive; nt = not tested or not shown.

SMILES | GRIN3A LBD mod | mIAP act | MIN6 prolif | A3G deaminase | A3A deaminase | mIAP block | hIAP activ | hIAP block | MPTP inh
O=C(c1ccc2c(c1)OCO2)N1CCN(c2cccc(C(F)(F)F)c2)CC1 | -1 | 0.96 | 0 | -6 | -1 | 4 | 1.1 | -11 | 2.0
COc1cc(/C=C/C(=O)O)cc(OC)c1 | -1 | 1 | -1 | -9 | -5 | -2 | 0.89 | 12 | -0.2
O=C(NCCCNC(=O)c1cnccn1)c1ccc(Cl)cc1 | -2 | 0.96 | -1 | -11 | -3 | 4 | 1.1 | -7 | -1.5
CCOC(=O)C1=C(Nc2ccc(C)cc2)CC(C)(O)C(C(=O)OCC)C1c1ccccc1 (centres undefined) | -2 | 1 | -6 | 2 | -1 | -4 | 0.95 | 5 | 4.3
CC(=O)O[C@]1(C(C)=O)CC[C@H]2[C@@H]3C=C(C)C4=CC(=O)CC[C@]4(C)[C@H]3CC[C@@]21C | -2 | 1 | -1 | -5 | 0 | -1 | 1.1 | -7 | -1.0
COc1ccc(-n2ncc3c(NCC(C)C)ncnc32)cc1 | 17* | 1.1 | -3 | -7 | 0 | -13 | 0.78 | 22 | -0.3
CCOC(=O)c1cn(CC)c2cc(N3CCOCC3)c(F)cc2c1=O | 0 | 1 | -1 | 2 | 1 | -3 | 0.79 | 21 | -3.4
Cc1ccc2[nH]c(CNC(=O)C3CCCCC3)cc2c1 | -6 | 1.1 | -1 | -2 | -1 | -11 | 0.95 | 5 | -0.4
COc1ccc([N+](=O)[O-])cc1NC(=O)C1(c2ccccc2)CCOCC1 | -3 | 0.94 | -2 | 1 | 3 | 6 | 0.99 | 1 | -2.4
CCC(C)NC(=O)c1ccccc1-c1ccccc1C(=O)NC(C)CC (centres undefined) | -1 | 1 | 1 | -10 | 0 | -3 | 1.1 | -7 | 2.4
Cc1cccc(N2CCN(C(=O)CSc3ccc4c(c3)OCCO4)CC2)c1C | 1 | 0.97 | -3 | -6 | -5 | 3 | 0.98 | 2 | 0.7
Cn1c(NC(=O)Cc2cccc3ccccc23)cc(=O)n(C)c1=O | 3 | 0.96 | -1 | -5 | -2 | 4 | 0.86 | 14 | 0.4
Cc1cc(C)nc(N2C(=O)CC(Cc3ccc(Cl)cc3)C2=O)n1 (centres undefined) | -1 | 0.98 | -2 | -2 | 1 | 2 | 0.86 | 14 | -1.4
O=C(CCc1nc2ccccc2[nH]1)NCc1ccc2c(c1)OCO2 | -2 | 1 | 2 | 0 | -1 | 0 | 0.87 | 13 | -0.4
COCCSc1ccccc1C(=O)NCc1cccnc1 | 0 | 1.1 | 3 | -9 | 2 | -7 | 0.93 | 7 | -1.2
Cc1c(C)n(CCC(=O)O)c2ccccc12 | -1 | 0.99 | 3 | -2 | 1 | 1 | 1.1 | -12 | 0.4
CC(=O)CC(C)(C)S(=O)(=O)c1ccc(Oc2ccc(S(=O)(=O)C(C)(C)CC(C)=O)cc2)cc1 | 0 | 1 | 1 | -5 | -3 | -4 | 1.2 | -18 | 24
CCc1nnc(NC(=O)/C=C/c2ccco2)s1 | -2 | 1 | -1 | -6 | 3 | -2 | 1.1 | -9 | 1.2
CN(C(=O)CC1C(=O)NCCN1C/C=C/c1ccccc1)C1CCOCC1 (centres undefined) | -2 | 1.1 | 0 | -7 | 3 | -7 | 0.96 | 4 | 1.0
Oc1ccc(/C=N/Nc2nc(-c3cccnc3)nc3ccccc23)c(O)c1 | 16* | 0.89 | -5 | -2 | 4 | 11 | 1.1 | -9 | 8.9
CCn1c(C)cc(/C=C2/SC(=S)NC2=O)c1C | 0 | 0.48 | -2 | -1 | 1 | 52* | 0.79 | 21 | 0.6
CCOc1cccc2sc(N(CCCN(C)C)C(=O)c3ccc(S(=O)(=O)N4CCCCCC4)cc3)nc12 | -1 | 0.98 | -7 | -4 | 0 | 2 | 1.2 | -19 | -0.6
COc1ccc(/C=N/NC(=O)c2ccc(CSc3nncn3C)cc2)cc1OC | 1 | 1.1 | 1 | -5 | 0 | -5 | 1.3 | -26 | -0.7
N#CC1(c2ccc(NC(=O)c3ccccc3F)cc2)CCCC1 | 2 | 0.99 | -3 | -2 | 4 | 0 | 0.97 | 3 | 0.2
O=C(CSc1nc2ccccc2o1)N/N=C/c1ccc(O)c(O)c1 | 10 | 0.33 | -2 | 4 | 5 | 67* | 0.74 | 26 | 7.4
O=C(CSc1nnc2sc3ccccc3n12)c1ccco1 | -1 | 0.97 | -2 | 1 | 2 | 3 | 1.1 | -5 | -0.6
CNC(=O)NC(=O)C(OC(=O)Cc1cccc(C(F)(F)F)c1)c1ccccc1 (centres undefined) | 0 | 1 | 1 | -2 | 4 | -5 | 1 | -2 | 1.7
O=S(=O)(NCc1ccco1)c1ccc(Cl)s1 | -7 | 1.1 | -2 | -5 | 4 | -6 | 1.1 | -13 | -1.5
CC(=O)Nc1ccc(S(=O)(=O)NC(CC(=O)O)c2ccc(OC(C)C)cc2)cc1 (centres undefined) | 0 | 1 | -3 | -3 | -3 | -4 | 1 | -4 | -0.7
O=C1c2ccccc2C(=O)N1n1cccc1 | -1 | 1.1 | 0 | -7 | -2 | -12 | 1.1 | -7 | -0.6
COc1ccccc1N1CCN(C2CCN(C(=O)COc3ccccc3)CC2)CC1 | 0 | 0.92 | -1 | -2 | 1 | 8 | 1 | 0 | -1.6
COCCN(CCOC)S(=O)(=O)c1ccc(C(=O)Nc2nnc(COC)o2)cc1 | 0 | 0.92 | -1 | -9 | -5 | 8 | 0.88 | 12 | 1.8
Cc1cccc(NC(=O)C2CCCN(c3nc(C)cc(C)n3)C2)c1 (centres undefined) | 0 | 1.1 | 1 | -1 | 1 | -6 | 0.9 | 10 | -0.6
CC(NC(=O)c1cc(=O)[nH]c2ccc(Br)cc12)c1ccccc1 (centres undefined) | nt | 1 | -1 | -8 | 0 | -1 | 1.1 | -5 | nt
Cn1nc(OCC(N)=O)ccc1=O | 4 | 1.1 | 0 | 4 | 1 | -6 | 1.1 | -6 | -0.2
COc1cc(OC)c(N(C)C(=O)CCNC(=O)Cn2cnc3ccccc3c2=O)cc1Cl | 2 | 1.1 | -2 | -2 | -3 | -7 | 1.1 | -7 | 0.3
CCOc1ccccc1N1CCN(c2nc3ccccc3nc2C(C#N)C(=O)OC)CC1 (centres undefined) | 0 | 1 | -4 | -4 | -2 | 0 | 1.3 | -30 | 2.2
C/C(=N\Nc1ccc(Cl)c(C(=O)O)c1)c1ccc2c(c1)OCO2 | -1 | 0.97 | -3 | -5 | 3 | 3 | 1.1 | -8 | -3.4
O=C(Nc1nsc(-c2ccccc2)n1)c1ccncc1 | 3 | 1 | 4 | -5 | -2 | -1 | 1 | -3 | 0.9
COc1ccc(N2CCN(C(=O)CCC(=O)NNc3nc4ccccc4c4nc(C)nn34)CC2)cc1 | 1 | 0.99 | 0 | 20 | -4 | 1 | 2 | -99 | 0.7
CC(=O)c1oc2ccccc2c1NC(=O)CN1CCCCC1 | 0 | 0.95 | -1 | -4 | -1 | 5 | 1 | -4 | 1.1
Cc1cc(OCC#N)nc(N)n1 | -1 | 0.92 | 1 | 12 | -2 | 8 | 0.95 | 5 | 1.6
Cc1ccc(-c2cc(-c3n[nH]c(=S)n3C)c3ccccc3n2)cc1 | 1 | 0.98 | -3 | -3 | 3 | 2 | 1 | 0 | -1.1
COCCCn1nnnc1SCC(=O)Nc1ccc2c(c1)OCCO2 | -1 | 0.97 | 0 | -6 | -4 | 2 | 0.78 | 22 | 0.1
COc1ccc(S(=O)(=O)NCCC(=O)NC2CCCCCCC2)cc1 | 0 | 1 | -5 | -2 | 4 | -1 | 1.1 | -5 | -2.3

Pulled one by one from above:
SMILES | GRIN3A LBD mod | mIAP act | MIN6 prolif | A3G deaminase | A3A deaminase | mIAP block | hIAP activ | hIAP block | MPTP inh
COc1cc(OC)c(N(C)C(=O)CCNC(=O)Cn2cnc3ccccc3c2=O)cc1Cl | 2 | 1.1 | -2 | -2 | -3 | -7 | 1.1 | -7 | 0.3
COCCN(CCOC)S(=O)(=O)c1ccc(C(=O)Nc2nnc(COC)o2)cc1 | 0 | 0.92 | -1 | -9 | -5 | 8 | 0.88 | 12 | 1.8
Cc1cc(OCC#N)nc(N)n1 | -1 | 0.92 | 1 | 12 | -2 | 8 | 0.95 | 5 | 1.6

A different layout for some results above:
canonical_smiles,GRIN3A LBD mod,mIAP act,MIN6 prolif,A3G deaminase,A3A deaminase,mIAP block,hIAP activ,hIAP block,MPTP inh
CCOc1ccccc1N1CCN(c2nc3ccccc3nc2C(C#N)C(=O)OC)CC1 (centres undefined),0,1,-4,-4,-2,0,1.3,-30,2.2
C/C(=N\Nc1ccc(Cl)c(C(=O)O)c1)c1ccc2c(c1)OCO2,-1,0.97,-3,-5,3,3,1.1,-8,-3.4
O=C(Nc1nsc(-c2ccccc2)n1)c1ccncc1,3,1,4,-5,-2,-1,1,-3,0.9
COc1ccc(N2CCN(C(=O)CCC(=O)NNc3nc4ccccc4c4nc(C)nn34)CC2)cc1,1,0.99,0,20,-4,1,2,-99,0.7
CC(=O)c1oc2ccccc2c1NC(=O)CN1CCCCC1,0,0.95,-1,-4,-1,5,1,-4,1.1
Cc1cc(OCC#N)nc(N)n1,-1,0.92,1,12,-2,8,0.95,5,1.6

More structures:
SMILES | GRIN3A LBD mod | mIAP act | MIN6 prolif | A3G deaminase | A3A deaminase | mIAP block | hIAP activ | hIAP block | MPTP inh
COc1ccccc1CN1[C@@H](CC(C)=O)c2cc(C(F)(F)F)ccc2S1(=O)=O | 0 | 0.9 | -2 | -9 | -5 | 10 | 1.1 | -11 | -0.1
Cc1ccc(S(=O)(=O)NNC(=O)C2CCN(Cc3ccccc3)CC2)cc1 | 2 | 0.98 | -1 | -1 | 1 | 2 | 1 | 0 | -0.9
Brc1ccc(-n2cc(-c3ccccc3)c3c(NN4CCOCC4)ncnc32)cc1 | -2 | 0.95 | 0 | -4 | 3 | 5 | 1.1 | -14 | 3.8
CC(C)Cc1c2c([nH]c(=S)c1C#N)CCCC2 | 3 | 1 | 0 | 2 | 0 | -2 | 1.4 | -38 | 0.0
Cc1cc(NC(=O)CN(C)S(=O)(=O)c2cccc(Cl)c2)no1 | -1 | 0.94 | -2 | -11 | -2 | 6 | 0.99 | 1 | -2.0
COc1ccc(C(=O)N2CCN(Cc3ccc(OC)c(OC)c3)CC2)cc1 | -1 | 0.97 | -1 | -7 | -6 | 3 | 1.2 | -21 | -0.6
Cc1nc2ccc(NC(=S)NCc3ccccc3)cc2nc1C | -6 | 1 | 2 | -6 | -5 | -3 | 0.86 | 14 | 0.0
CCOC(=O)c1cnc2c(OC)cccc2c1N1CCN(c2ccc(OC)cc2)CC1 | 2 | 1 | 2 | -3 | -1 | -1 | 1.1 | -12 | -0.8
CC(NC(=O)c1cc(-c2ccccc2)nc2ccccc12)C1CCCO1 (centres undefined) | nt | 0.98 | 1 | -3 | 5 | 2 | 0.94 | 6 | nt
